# Screening results: PubChem BioAssay, National Center for Advancing Translational Sciences (NCATS)
# Pf Dd2 growth = qHTS Primary assay for Inhibitors of Plasmodium falciparum Dd2 growth in vitro; P. falciparum Dd2 growth, SYBR Green, 72 h; Potency, µM (highest dose often 28.9 µM), for the others: at the highest dose activity, negative = inhibition, hits mostly inhibitors; 4.3% of 120,000 active; active means well fitted inhibition curve with a large enough effect; inconclusive means small, poorly fitted or top-dose-only effect; inactive means no such curve, though single readings can be large or run the other way;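 further: plate controls were DMSO vehicle for no effect and reference drug for full effect; nearly all actives have a fitted effect of over 65% in size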
#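 Readout: SYBR Green fluorescence, 485 nm excitation, 535 nm emission, after ~16 h lysis at 37C. Before that, Dd2-infected red cells (2.5% hematocrit) grew 72 h with compound, 29 uM top final concentration.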
# * = called active by the depositor; i = inactive; ? = inconclusive; [ ] = another dose, or the depositor's remark. Potency means the concentration at half of the fitted maximal effect. Not all compounds are listed. The share of hits here may be higher or lower than overall.
SMILES,Pf Dd2 growth
Cn1ccnc1C(=O)N1C[C@@H](Oc2ccccc2)C[C@H]1C(=O)N1CCOCC1,18%
CCOc1ccc(C2CC(c3c(O)n(C4CCCCC4)c(=O)[nH]c3=O)=Nc3ccccc3S2)cc1 (stereo not given),51%[activator]
COc1ccc(-c2cc(CC3(NCc4ccco4)COC3)no2)cc1,i
CSc1ncc(Cl)c(C(=O)N(Cc2ccccc2Cl)C2CCS(=O)(=O)C2)n1 (stereo not given),36%[activator]
COc1ccccc1C(=O)Nc1ccnn1C1CCN(c2cnccn2)CC1,-14%
CN(C(=O)Nc1cn(C)c(=O)c2ccccc12)c1ccccc1,29%
COc1ccc(Cl)cc1NC(=O)CCC(=O)c1ccc(C)cc1,-2%
C#CCN(C)C[C@H]1CN2CC[C@H]1C[C@@H]2CNS(=O)(=O)c1ccccc1,i
COc1cccc(N2CC(C(=O)NCCOc3ccccc3)NC2=O)c1 (stereo not given),12%
COc1ccccc1N1CCN(C(=O)c2c(C)oc3ncn(C)c(=O)c23)CC1,i
CC(=O)N1c2c(cc(Br)cc2S(=O)(=O)N2CCN(c3ccccc3)CC2)CC1C (stereo not given),-16%
CCOC(=O)c1ccc(NC(=O)N2CCOc3ccccc32)cc1,-15%
CC(=O)c1cccc(NC(=O)c2sc3nc4c(cc3c2N)CCCC4)c1,25%
COCCOc1ncccc1-c1noc([C@@H]2CCCN2Cc2ccc(S(C)(=O)=O)cc2)n1,?
Cc1nc(C(=O)N2CCOc3c(O)cc(-c4cccc(Cl)c4)cc3C2)c(C)o1,-19%
COc1cccc(CN2CCC(N3CC(OCC4CC4)C34CCCCC4)CC2)n1 (stereo not given),?
CCOc1ccccc1NC(=O)C1=C(C)Nc2ncnn2C1c1ccccn1 (stereo not given),25%
Cc1ccc(CNS(=O)(=O)c2cnc(N)nc2)cc1,39%[activator]
O=C(CCc1nc2ccccc2[nH]1)N1CC2CC(C1)[C@H]1CCCC(=O)N1C2 (stereo not given in full),5%
COc1ccc(Cl)cc1-c1ccc2c(c1)C(=O)N1C[C@H](O)C[C@H]1C(=O)N2,-5%[44.1 µM]
Cc1ccc2c(C)c(C(=O)N3CCC(c4nc5ccccc5s4)CC3)oc2c1C,84%[activator]
CCOCC(=O)N1C[C@@H](CO)[C@H](c2ccccn2)C1,42%
COc1cccc(CSc2nc(-c3ccccc3F)nc3c2Cc2c(CO)cnc(C)c2O3)c1,?
C[C@]1(CO)[C@H]2Cc3sc(NC(=O)c4cccs4)nc3[C@@H](CC(=O)NCc3cccnc3)[C@]2(C)CC[C@H]1O,i
Cc1ccc(-c2ccc3nnc(CNC(=O)c4ccn[nH]4)n3n2)cc1,-11%

# Some of the entries above, reformatted:
structure	Pf Dd2 growth
COc1ccc(Cl)cc1NC(=O)CCC(=O)c1ccc(C)cc1	-2%
C#CCN(C)C[C@H]1CN2CC[C@H]1C[C@@H]2CNS(=O)(=O)c1ccccc1	i
COc1cccc(N2CC(C(=O)NCCOc3ccccc3)NC2=O)c1 (stereo not given)	12%
COc1ccccc1N1CCN(C(=O)c2c(C)oc3ncn(C)c(=O)c23)CC1	i
CC(=O)N1c2c(cc(Br)cc2S(=O)(=O)N2CCN(c3ccccc3)CC2)CC1C (stereo not given)	-16%
CCOC(=O)c1ccc(NC(=O)N2CCOc3ccccc32)cc1	-15%
CC(=O)c1cccc(NC(=O)c2sc3nc4c(cc3c2N)CCCC4)c1	25%
COCCOc1ncccc1-c1noc([C@@H]2CCCN2Cc2ccc(S(C)(=O)=O)cc2)n1	?
Cc1nc(C(=O)N2CCOc3c(O)cc(-c4cccc(Cl)c4)cc3C2)c(C)o1	-19%
COc1cccc(CN2CCC(N3CC(OCC4CC4)C34CCCCC4)CC2)n1 (stereo not given)	?
CCOc1ccccc1NC(=O)C1=C(C)Nc2ncnn2C1c1ccccn1 (stereo not given)	25%
Cc1ccc(CNS(=O)(=O)c2cnc(N)nc2)cc1	39%[activator]
O=C(CCc1nc2ccccc2[nH]1)N1CC2CC(C1)[C@H]1CCCC(=O)N1C2 (stereo not given in full)	5%
COc1ccc(Cl)cc1-c1ccc2c(c1)C(=O)N1C[C@H](O)C[C@H]1C(=O)N2	-5%[44.1 µM]
Cc1ccc2c(C)c(C(=O)N3CCC(c4nc5ccccc5s4)CC3)oc2c1C	84%[activator]

# (cont.)
SMILES,Pf Dd2 growth
CN1CCCN(C[C@@H]2CN(C(=O)CC3CCC3)C[C@@H]2CO)CC1,-18%
CCCN1C(=O)[C@@H]2[C@@H](CCN2C(=O)CSCC(=O)O)N(Cc2cccs2)C1=O,?
CCC(C(=O)N1CCN(c2ccc(C#N)cn2)CC1)n1cccn1 (stereo not given),1%
COc1ccc(CNC(=O)CSc2ncc(S(=O)(=O)c3ccc(C)c(Cl)c3)c(=O)[nH]2)cc1,23%
CCCCC1CCC(C(=O)N2CC(=O)Nc3ccc(C)cc3C2c2ccc(F)cc2)CC1 (stereo not given),?
CN1c2cccnc2CN(C(=O)Nc2cccc(C(F)(F)F)c2)CC[C@H]1CO,i
COCCN1CCCCCC(O)c2cc(C(=O)NCCc3ccccc3)ccc21 (stereo not given),?
CC(=O)N(C1CC1)C1CCOC2(CCN(C(=O)CCc3nc4ccccc4[nH]3)CC2)C1 (stereo not given),i
O=C(NCc1ccccc1Cl)c1cc2cccc3c2n1CCS3,30%
O=C1NCc2ccccc2CC12CCCN(Cc1c(Cl)cncc1Cl)C2 (stereo not given),-24%
CCCCC(=O)N1CCC2(CC1)SCC(=O)N2c1ccc(OC)cc1,-17%
Cc1nc(N2CCC(NC(=O)c3ccccn3)CC2)cc(C(F)(F)F)n1,-14%
COc1cccc2cc(-c3nnc(-c4ccc(Cl)cc4)o3)c(=O)oc12,52%[activator]
Cc1cccc(S(=O)(=O)N2CCc3c(C(=O)NCCN4CCCCC4)cccc32)c1,?
COc1ccc(C)cc1NC(=O)CCc1c(C)nn(-c2ccc(N3CCOCC3)nn2)c1C,18%
COCC(=O)N[C@@H]1CN(C(=O)Cc2cccc(OC)c2)CC[C@@H]1c1nc(C)no1,?
O=[S+]([O-])(C1CC1)N1C2CCC1CN(Cc1cccnc1)C2,14%
CCC(C(=O)Nc1cccc(-c2nc3cccnc3s2)c1C)c1ccccc1 (stereo not given),-11%
CN(C)CC(=O)N1CCC2(C1)CN(C)c1ccc(C(=O)NCc3ccccc3)cc12 (stereo not given),9%[44.1 µM]
COc1ccc(C2C(C(=O)Nc3ccccc3OC)=C(C)Nc3c(C(=O)Nc4ccccc4)cnn32)c(OC)c1 (stereo not given),?
CCC(C)NC(=O)Cn1nc2n(c1=O)CCCCC2 (stereo not given),85%[activator]
CN1C[C@@H](NC(=O)Nc2ccc(F)cc2F)C[C@H]1c1nc(-c2ccc(Cl)cc2)no1,?
COC(=O)c1ccccc1NC(=O)C1=C(C)C(=O)OC12CCCCCC2,15%
O=c1cc(CCn2cccn2)nc(-c2ccc(CN3CCC[C@@H](O)C3)cc2)[nH]1,-12%
COc1cccc(CCC(=O)N2CCC(n3cc(-c4nc(-c5ccccc5)no4)nn3)C2)c1 (stereo not given),-22%

# Shown with tabs: part of the list above.
structure	Pf Dd2 growth
CCCN1C(=O)[C@@H]2[C@@H](CCN2C(=O)CSCC(=O)O)N(Cc2cccs2)C1=O	?
CCC(C(=O)N1CCN(c2ccc(C#N)cn2)CC1)n1cccn1 (stereo not given)	1%

# The list goes on.
SMILES,Pf Dd2 growth
CCCCc1ccc(C(=O)c2c(N)c(C(=O)Nc3cccc(OC)c3)c3ccccn23)cc1,i
COc1ccc(NC(=O)COc2ccc(NC(=O)C3CC3)cn2)cc1,i
CCc1nc2c(c(-c3ccc(Cl)cc3)n1)CN([S+](=O)([O-])c1cccs1)CC2,?
CN(C)c1cccc(C(=O)N2CCC(n3cc(-c4nc(-c5ccccc5)no4)nn3)CC2)c1,-17%
CCC1Oc2ccc(NC(=O)C3CCCC3)cc2CN(Cc2ccccc2Cl)C1=O (stereo not given),-18%
Cc1nc(CC2CCN(C(=O)c3cc4c(s3)CCC(C)C4)CC2)no1 (stereo not given),-6%
Cc1nc2c(OCC(=O)c3ccccc3)cccn2c(=O)c1-c1cc(C)n(-c2ccccc2)n1,?
CSCC(=O)N[C@H]1CCN2C(=O)N(c3cccc(C(C)=O)c3)C(=O)[C@@H]2C1,-2%[44.1 µM]
CC(=O)N1Cc2ccccc2CC2(CCCN(CCc3ccccc3)C2)C1 (stereo not given),?
COCCOc1ccc2c(n1)CCN(C(=O)Cc1ccccc1C)C2,28%
COc1ccc2c(c1)CC(NC(=O)Nc1cc(Cl)ccc1OC)CO2 (stereo not given),-4%
Cc1nc2c(c(-c3ccc(O)cc3)n1)CN(Cc1ccccc1OC(F)(F)F)CC2,0%
O=C(Nc1cccnc1)N1CC2ON=C(C(=O)N3CCN(c4ncccn4)CC3)C2C1 (stereo not given),?
COc1ccc(-n2nc(C(=O)Nc3ccc(Br)cc3C)c3c4ccccc4n(C)c3c2=O)cc1,44%[activator]
COc1cccc(CNC(=O)[C@@H]2C[C@@H](O)CN2C2CCN(C(=O)c3ccc4ccccc4n3)CC2)c1,i
CCC(=O)NC[C@H]1Cn2c(-c3ccc4c(c3)OCO4)cnc2CO1,?
CCC(CC)C(=O)Nc1nnc(S(=O)(=O)N2c3ccccc3CC2C)s1 (stereo not given),?
Cc1ccc(C(=O)N2CCn3c(nnc3C3CCCNC3)C2)cc1 (stereo not given),6%[44.1 µM]
CCOC(=O)C1=C(C)NC(=O)NC1c1ccccc1Cl (stereo not given),-21%
O=c1n(Cc2ccccc2Cl)c2ccccc2c2nc(-c3ccccc3)nn12,34%[activator]
COc1ccccc1C(=O)NC(=O)Nc1ccc(-n2nc(C(F)(F)F)cc2C(F)(F)F)cc1,11µM*
COc1cc(NC(=O)Cn2c(-c3cnccn3)nc(C)c(CCO)c2=O)cc(OC)c1,i
CC(C)(C)CC(=O)N1Cc2[nH]cnc2C[C@H]1C(=O)NCc1ccccc1,i
O=C(NC1CCOC2(CCOCC2)C1)c1ccc(Cl)s1 (stereo not given),-3%
C[S+](=O)([O-])c1ccc(-c2nc(C(=O)NCc3cccs3)n3ccccc23)cc1,?
# Following part:
SMILES,Pf Dd2 growth
Cc1noc(-c2cccs2)c1C(=O)NCc1ccco1,?
CC(C)c1nc2c(c(-c3ccc(O)cc3)n1)CCN(Cc1ccc(C(F)(F)F)cc1)CC2,1.8µM*
COC(=O)N1CCC2(CC1)C(=O)NN=C2c1cccnc1,i
Cc1ccccc1CC(=O)N1CCC2(CC1)N=C(c1cccc(Br)c1)NO2,-21%
Cc1ccc(-c2cc3c(=O)n(CCNC(=O)C4CCCCC4)ccn3n2)cc1C,i
Cc1nn(-c2ccccn2)c(C)c1[C@@H]1C=C[C@@H](NC(=O)NCc2ccccc2)C1,i
O=C1CCC(C(=O)N2C[C@@H](COCC3CC3)[C@H](c3ccccn3)C2)=NN1,-3%
COc1ccc(CNC(=O)CN2N=C(c3ccc(Cl)cc3)CCC2=O)cc1,65%[activator]
COCCNC(=O)Cc1c[nH]c2ncc(-c3ccccc3)cc12,-30%[44.1 µM]
COc1cccc(CN2CCOC[C@H](Oc3cccnc3)C2)c1,i
COc1ccc(C(=O)N[C@@H]2c3ccccc3C3(CCNCC3)[C@H]2OC)cc1C,?
CCn1cc([S+](=O)([O-])N2CCN(C(=O)N3CC4CC(C3)[C@H]3CCCC(=O)N3C4)CC2)cn1 (stereo not given in full),i
O=C(NCCSc1c[nH]c2ccccc12)c1ccc(Cl)cc1,-2%
CCCNC(=O)N[C@@H]1CCC[C@@H](C(=O)NCc2cc(C)on2)CC(=O)N(C)C1,19%[44.1 µM]
O=C(c1nnn2c1COC(c1ccc(Cl)cc1)C2)N1CCN(C(=O)c2c(F)cccc2F)CC1 (stereo not given),?
O=C1NC(=NC2CCCC2)C2(CCN(Cc3ccsc3)C2)N1c1cccnc1 (stereo not given),?
O=C(Nc1cc(F)c(F)c(F)c1)N1CCC(OC2CCN(Cc3ccccc3)CC2)CC1,i
CCCCCCC(=O)Nc1cc2nc3c(nc2cc1C)c(=O)n(C)c(=O)n3C,-3%
CCOc1ccc(NC(=O)Cc2ccc(NC(=O)N3CCCCc4ccccc43)cc2)cc1,i
Cc1nc(-c2c3n(c(=O)n(CC(=O)NCc4ccc5c(c4)OCO5)c2=O)CCCC3)no1,?
Cc1cc(C)c(NC(=O)Cn2ccn(-c3cccc(Cl)c3)c(=O)c2=O)c(C)c1,30%[activator]
CCC1=C(C(=O)OC)C(c2ccccc2)N2C(CC(=O)N3CCOCC3)=CSC2=N1 (stereo not given),i
O=C(C1CC1)N1CCC(Cc2nc(C3CCOCC3)no2)CC1,74%[activator]
NC(=O)C1(N2CCCCC2)CCN(C(=O)c2cc3n(n2)CC(c2ccc(Cl)cc2)OC3)CC1 (stereo not given),-7%
Cc1cc(C[C@@H]2COC[C@@H]2NC(=O)CCCn2cncn2)on1,16%
# Next structures.
SMILES,Pf Dd2 growth
CC(C)(C)OC(=O)N1CCC(c2nnc(SCc3ccccc3)o2)CC1,-17%
Cn1nc(C2CCCCC2)cc1[C@H]1CN2CC[C@H]1C[C@@H]2CNC(=O)NCc1ccccc1,?
Cc1nn(CC(=O)NC2CCCCCC2)c(=O)c2nc(C(C)C)sc12,i
Cn1c(C(=O)NCCCc2nnc(N)s2)cc(=O)n(C)c1=O,12%
Cc1cc(C(=O)N2CCC(N3C(=O)C(OCC4CC4)C34CCOCC4)CC2)n(C)n1 (stereo not given),-7%
COc1ccc(-c2nnc3ccc(N4CCc5ccccc5CC4)nn23)nc1,i
Cc1ccc(C(=O)N2CCC(C)CC2)cc1NC(=O)c1nsc2ccccc12,?
Cc1ccc(CNC(=O)c2c[nH]n3c(=O)c(Cc4ccc(F)cc4Cl)c(C)nc23)cc1,-9%
